Source: PubChem BioAssay
PfGluPho inh – PfG6PD (Plasmodium falciparum) enzyme inhibition; PfGluPho enzyme, NADPH resazurin-diaphorase fluorescence; inhibition, % at 20 µM; hit rate 0.78% among 350,000; AID 504690;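 active = inhibition reaching at least a set limit at 20 µM in the primary screen, cut at about 59% in these data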;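 note: 0% = DMSO wells with substrate and 100% = DMSO wells lacking glucose-6-phosphate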
UBC13 inh – inhibitors of human UBC13 polyubiquitin chain formation. P61088. TR-FRET. inhibition, % at 20 µM. hit rate 0.47% among 330,000. AID 485273; in the data active = inhibition above about 45%, passing the limit was not always enough
SENP6 block – inhibitors of human SENP6 protease; AID 2599; Q9GZR1; Recombinant SENP6 catalytic domain, aminoluciferin luminescence; hit rate 1.8% among 330,000; inhibition, % at 10 µM;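 active = inhibition above about 50% at the single tested dose, limit read from the data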;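 note: plate controls were DMSO wells with enzyme for no effect and DMSO wells lacking enzyme for full effect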
Target sequence (Q9GZR1 628-1112 limits assumed): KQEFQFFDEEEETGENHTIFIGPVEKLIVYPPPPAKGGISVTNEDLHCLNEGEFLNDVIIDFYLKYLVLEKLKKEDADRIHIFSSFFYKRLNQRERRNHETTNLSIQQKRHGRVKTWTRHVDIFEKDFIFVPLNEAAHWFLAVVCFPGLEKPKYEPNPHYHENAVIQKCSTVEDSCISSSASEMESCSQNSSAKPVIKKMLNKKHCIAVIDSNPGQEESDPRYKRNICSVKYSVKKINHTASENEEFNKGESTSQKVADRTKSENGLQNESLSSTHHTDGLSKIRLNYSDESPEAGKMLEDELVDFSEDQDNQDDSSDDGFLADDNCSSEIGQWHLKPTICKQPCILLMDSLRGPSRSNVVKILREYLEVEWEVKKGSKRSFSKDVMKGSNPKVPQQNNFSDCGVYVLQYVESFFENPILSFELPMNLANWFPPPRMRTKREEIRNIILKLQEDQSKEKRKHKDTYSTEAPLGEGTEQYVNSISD
SENP8 block-1 – inhibitors of human SENP8 protease; recombinant SENP8, Nedd8 substrate fluorescence; inhibition, % at 20 µM; hit rate 0.64% among 360,000; AID 602440; in the data active = inhibition mostly above about 40%, no sharp cut-off; inactive = mostly below about 27%
SENP8 block-2 – inhibitors of human SENP8 protease; AID 2540; purified SENP8, Z-RLRGG-aminoluciferin cleavage, luminescence; inhibition, % at 10 µM; hit rate 1.2% among 330,000; in the data active = inhibition above about 50%
HKDC1 inhibitor – inhibitors of human hexokinase HKDC1; Q2TB90; recombinant HKDC1, G6PDH/diaphorase resazurin coupled fluorescence; inhibition, % at 20 µM; hit rate 0.16% among 340,000;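 active = inhibition above about 35% when tested at 20 µM, limit read from the data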;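 note: plate controls were DMSO wells with enzyme for no effect and DMSO wells lacking enzyme for full effect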
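Test system: recombinant HKDC1 (HK5) hexokinase enzyme, produced in-house; Amount: enzyme 5 µg/mL final; Buffer or medium: Tris pH 8.0 buffer with MgCl2, Tween-20, BSA, BME; Reagent: glucose and ATP substrates; Doses: 20 µM test compound, 1% DMSO; Incubation: 90 min reaction incubation at room temperature, dark; Detection: resorufin fluorescence at 613 nm.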
beta cell repl – inducers of beta-cell replication in MIN6 cells; MIN6 cells proliferation, ATPlite luminescence, 48 h; cells starved in 0.2% serum; 100% = growth in 10% serum; proliferation, % at 10 µM; hit rate 0.29% among 330,000; AID 2380;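 active = compounds whose signal lies at least 3.5 SD above the mean of all wells on their plate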;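 note: 0% = DMSO-treated cells in low-serum medium and 100% = 10% serum control; some compounds called inactive have numbers as strong as hits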
SENP1 inh – blocks the human SENP1 SUMO protease catalytic domain; Q9P0U3; inhibition, % at 10 µM; AID 624204; hit rate 0.21% among 360,000; recombinant SENP1 catalytic domain, CyPet-SUMO1-YPet FRET cleavage;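 active = inhibition at least 30% at 10 µM, raw YFP signal under a set limit, fluorescence ratio 0.5 to 1.5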;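 note: 0% = enzyme with DMSO and 100% = no enzyme wells; some results filed as inactive read as strong as hits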
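Material: hSENP1 catalytic domain, recombinant; medium: Tris pH 8 with BME, BSA, NP40 and catalase; compound: single concentration of 10 µM compound, 0.5% DMSO final; technique: FRET read of cyan and yellow fluorescence; timing: 50 min enzyme reaction, room temperature, light-protected; reagent: SFCypet-SUMO1-SFYpet substrate at 25 nM; control set: no-enzyme low, enzyme-DMSO high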
SENP7 block – blocks the human protease SENP7. inhibition, % at 5 µM. hit rate 1.5% among 330,000. recombinant SENP7, Z-RLRGG-aminoluciferin luminescence, 40 min. Q9BQF6;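 active = inhibition above about 50% at the single test dose, limit read from the data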;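 note: plate controls were DMSO with enzyme for no effect and no enzyme buffer wells for full effect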
Target sequence (Q9BQF6 706-1050 limits assumed): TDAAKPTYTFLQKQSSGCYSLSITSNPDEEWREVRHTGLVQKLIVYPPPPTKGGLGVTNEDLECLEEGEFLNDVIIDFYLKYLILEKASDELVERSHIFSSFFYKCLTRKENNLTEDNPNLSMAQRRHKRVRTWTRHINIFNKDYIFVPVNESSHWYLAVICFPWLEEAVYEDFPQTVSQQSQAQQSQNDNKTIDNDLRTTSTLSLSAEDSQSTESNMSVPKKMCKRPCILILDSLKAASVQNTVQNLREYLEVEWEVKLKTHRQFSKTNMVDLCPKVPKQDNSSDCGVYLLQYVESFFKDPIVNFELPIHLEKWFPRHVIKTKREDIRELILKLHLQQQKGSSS
* hit, by the source's call; · = no result given.

| SMILES | PfGluPho inh | UBC13 inh | SENP6 block | SENP8 block-1 | SENP8 block-2 | HKDC1 inhibitor | beta cell repl | SENP1 inh | SENP7 block |
| --- | --- | --- | --- | --- | --- | --- | --- | --- | --- |
| CC1CCCC(C)N1C(=O)COC(=O)CNC(=O)c1ccccc1 (stereo not drawn) | -6 | -1 | -1 | 2 | 6 | -7 | -3 | -1 | 3 |
| CCCNC(=O)c1ccc2c(c1)ncn2-c1cc(C)cc(C)c1 | -9 | 19 | -14 | 5 | 1 | -1 | 2 | 2 | 8 |
| CC(C)CC(=O)Nc1ccnn1C1CCN(C(=O)c2ccc(Cl)cc2F)CC1 | 2 | 0 | 11 | 7 | 2 | -3 | 1 | 3 | -1 |
| CCOC(=O)c1c(C)[nH]c(C(=O)OCc2ccc([N+](=O)[O-])cc2)c1C | -8 | -4 | -16 | 7 | -10 | -3 | -2 | 2 | 11 |
| CN(Cc1ccccc1)C(=O)c1[nH]cnc1C(=O)NCc1ccc(CNC(=O)OC(C)(C)C)cc1 | 3 | -17 | 4 | 15 | -3 | 1 | 0 | 0 | 12 |
| OC1COC(OCc2ccccc2)C(O)C1O (stereo not drawn) | 2 | -3 | 15 | 21 | 1 | 4 | -2 | 3 | 6 |
| O=C(Cc1ccc(Br)cc1)N1CCN(c2ccccc2O)CC1 | 2 | -6 | -3 | 15 | -9 | 9 | -3 | 5 | -9 |
| Cc1cccc(N(C)C(=O)CCS(=O)(=O)c2cccc3nonc23)c1 | -7 | -9 | -15 | 0 | -1 | -5 | -2 | 2 | 0 |
| C1CSC2(N1)C1CC3CC2CC(C1)C31NCCS1 (stereo not drawn) | -4 | 5 | -3 | 18 | 0 | -8 | -5 | 2 | 6 |
| COc1ccc(NC(=O)N2CCCC2C(=O)NC2CCCC2)cc1 (stereo not drawn) | -10 | 2 | -33 | 7 | 2 | -4 | 1 | 2 | 3 |
| O=C(Cn1nc2n(c1=O)-c1ccccc1SC2)N/N=C/c1cccnc1 | 10 | 2 | -1 | 20 | 5 | -5 | 1 | 2 | 6 |
| COc1cc(C(=O)N/N=C/c2cc([N+](=O)[O-])cs2)cc(OC)c1OC | 11 | -15 | -2 | 18 | 4 | -8 | -1 | -1 | -1 |
| COc1ccc(CNC(=O)C(=O)NCC2OCCN2S(=O)(=O)c2ccc(OC)c(OC)c2)cc1 (stereo not drawn) | 2 | -7 | 4 | 2 | -14 | -3 | 4 | -1 | 1 |
| CCN(C(=O)COC(=O)Cc1c(F)cccc1Cl)c1c(N)n(Cc2ccccc2)c(=O)[nH]c1=O | 3 | -22 | -19 | 12 | -17 | -3 | -3 | 1 | -4 |
| CCOc1ccc(C(=O)NCCN2CCCCC2)c(OCC)c1 | 0 | -3 | -8 | 8 | -15 | -8 | -1 | -5 | 13 |
| CCOc1ccc(CC(=O)NCC(=O)NCc2cc(=O)n(C)c(=O)n2C)cc1 | -7 | -2 | 2 | 5 | 1 | -5 | 3 | 1 | -7 |
| COC(=O)CSc1nnc(CNS(=O)(=O)c2ccc(Br)cc2)n1C | 5 | 7 | -8 | 16 | 0 | -9 | 1 | 1 | 0 |
| CCOC(=O)c1cnc(SCCN2CCOCC2)nc1N | -5 | -4 | -6 | 9 | -4 | -7 | 2 | 0 | -8 |
| Cc1ccc(S(=O)(=O)N2CCCCC2)cc1NC(=O)c1ccncc1 | 4 | -7 | -7 | 8 | 7 | 0 | 1 | 0 | -5 |
| COc1ccc(CNC(=O)c2ccc(C(C)C)cc2)cc1 | -2 | 11 | -22 | 11 | -1 | 2 | -4 | 0 | 2 |
| COc1ccc(NC(=O)CSc2nnc(Cn3cnc4ccccc43)n2C)cc1 | -6 | 10 | 0 | 17 | 7 | 0 | -3 | -1 | 0 |
| CCOC(=O)C1=C(O)C(=O)N(c2ccc(S(N)(=O)=O)cc2)C1c1ccc(OC)cc1 (stereo not drawn) | -10 | 2 | -3 | -299 | 0 | -12 | 0 | 0 | 3 |
| CC(C)c1ccc(OCC(=O)N(Cc2ccco2)C2CCS(=O)(=O)C2)cc1 (stereo not drawn) | -4 | -4 | -16 | 2 | -11 | 6 | -5 | 2 | -11 |
| CN(Cc1ccccc1)C(=O)c1[nH]cnc1C(=O)N[C@@H](Cc1ccccc1)C(=O)OCc1ccccc1 | 21 | -30 | -2 | 17 | -4 | 8 | -8 | 0 | -3 |
| CC1(C)Cc2c(sc3ncnc(NN)c23)CO1 | 0 | -9 | 9 | 35 | 2 | -7 | -3 | -4 | -5 |

(listing goes on)
mol,PfGluPho inh,UBC13 inh,SENP6 block,SENP8 block-1,SENP8 block-2,HKDC1 inhibitor,beta cell repl,SENP1 inh,SENP7 block
CCCCN1C(=O)C(C(=O)OCC)CC2=C1CCCC2=O (stereo not drawn),11,·,·,-13,·,-4,·,-1,·
Cc1cccc(NC(=O)c2ccc(S(=O)(=O)N3CCOCC3)cc2)n1,0,-2,9,-5,1,1,0,1,11
COc1cc(C2=NOC(C(=O)NCc3ccccn3)C2)cc(OC)c1OC (stereo not drawn),-3,-4,-3,16,-5,-3,0,2,-10
CC1Cc2ccccc2N1C(=O)COC(=O)c1cccc(Br)c1 (stereo not drawn),7,2,1,20,-11,0,-1,-1,10
CSc1ccc(/C=C(\NC(=O)c2ccccc2)C(=O)NCCN2CCOCC2)cc1,3,-6,-11,-10,5,-8,1,-12,0
CCOc1cc(N2CCOCC2)c(OCC)cc1NC(=O)COC(=O)c1cc2ccccc2cc1O,-4,-4,-2,29,-3,-2,1,6,-1
NC(=O)c1ccc(NC(=O)Cc2csc(-c3ccccc3)n2)cc1,3,-8,-1,-5,-3,-7,2,-3,-4
Cc1nn(-c2ccccc2)c(N2CCCC2)c1/C=N/NC(=O)c1cc(-c2cccnc2)nc2ccccc12,-6,-11,-9,28,-10,1,-6,1,-7
COc1ccc(CCCC(=O)NCc2ccccc2)cc1C,-2,-1,-7,15,1,-1,0,2,0
COc1ccc(NC(=O)CON=CC(=O)Nc2ccc(C)cc2)c(OC)c1,-4,10,-2,-4,-1,1,0,0,5
COC(=O)c1ccc(C(NC(=O)OCc2ccccc2)/C(C)=C/[C@@H](C)C(=O)NCc2ccc(OC)c(OC)c2)cc1 (stereo partly drawn),4,11,4,12,2,1,-2,1,0
CCc1ccc(-c2cc(C(=O)Nn3cnnc3)c3ccccc3n2)cc1,8,-8,27,-22,17,-1,-5,2,25
COc1ccc(-c2cc(C)no2)cc1S(=O)(=O)NCc1cccc(C)c1,2,-4,-5,16,-3,-2,-1,1,8
COc1ccc(N(CC(=O)N2CCc3ccccc32)S(=O)(=O)c2c(C)n[nH]c2C)cc1,10,7,6,12,0,-5,1,0,2
CC1CN=C2C(C(=O)Nc3ccccc3)=C(O)CC(c3ccccc3)N21 (stereo not drawn),-5,6,7,8,0,12,2,-1,-3
Cc1c(Nc2nc(-c3cccc([N+](=O)[O-])c3)cs2)c(=O)n(-c2ccccc2)n1C,-9,0,4,13,0,-5,-2,2,5
Fc1ccccc1C(c1nnnn1Cc1ccc2c(c1)OCO2)N1CCN(Cc2ccco2)CC1 (stereo not drawn),-15,7,10,26,-2,2,7,0,5
O=c1cc(-c2ccccc2)c2ccc(O)cc2o1,-33,0,-20,-440,-4,3,-2,-34,11
COc1ccc(-c2cc(C)no2)cc1S(=O)(=O)N1CCN(c2ccccn2)CC1,1,0,-17,11,-15,-3,-1,0,6
O=C(Nc1ccc2c(c1)CCC2)c1ccccc1F,3,-16,92*,33,70*,-8,0,0,80*
Cc1sc2c(c1C)c(=O)n(-c1ccc(Cl)cc1)c(=O)n2Cc1cc(=O)n2ccccc2n1,-13,-9,-16,-171,-16,-3,-4,-10,4
O=C(c1cnsn1)N1CCC(CO)(Cc2cccc(F)c2)CC1,15,-3,8,36,-4,-6,8.2*,1,2
COc1ccc(OCC(=O)Nc2c(C(=O)N3CCC(N4CCCCC4)CC3)oc3ccccc23)cc1,0,6,-2,0,-2,-6,0,1,5
NS(=O)(=O)c1ccc(NC(=S)NC(=O)c2ccc(-c3ccccc3)cc2)cc1,18,-6,7,10,3,-2,0,3,-1
COc1cccc(CNCc2ccc(SC)cc2)c1OC,1,2,-10,12,1,2,-3,3,3

Compounds listed so far that have a halogen (9):
mol,PfGluPho inh,UBC13 inh,SENP6 block,SENP8 block-1,SENP8 block-2,HKDC1 inhibitor,beta cell repl,SENP1 inh,SENP7 block
CC(C)CC(=O)Nc1ccnn1C1CCN(C(=O)c2ccc(Cl)cc2F)CC1,2,0,11,7,2,-3,1,3,-1
O=C(Cc1ccc(Br)cc1)N1CCN(c2ccccc2O)CC1,2,-6,-3,15,-9,9,-3,5,-9
CCN(C(=O)COC(=O)Cc1c(F)cccc1Cl)c1c(N)n(Cc2ccccc2)c(=O)[nH]c1=O,3,-22,-19,12,-17,-3,-3,1,-4
COC(=O)CSc1nnc(CNS(=O)(=O)c2ccc(Br)cc2)n1C,5,7,-8,16,0,-9,1,1,0
CC1Cc2ccccc2N1C(=O)COC(=O)c1cccc(Br)c1 (stereo not drawn),7,2,1,20,-11,0,-1,-1,10
Fc1ccccc1C(c1nnnn1Cc1ccc2c(c1)OCO2)N1CCN(Cc2ccco2)CC1 (stereo not drawn),-15,7,10,26,-2,2,7,0,5
O=C(Nc1ccc2c(c1)CCC2)c1ccccc1F,3,-16,92*,33,70*,-8,0,0,80*
Cc1sc2c(c1C)c(=O)n(-c1ccc(Cl)cc1)c(=O)n2Cc1cc(=O)n2ccccc2n1,-13,-9,-16,-171,-16,-3,-4,-10,4
O=C(c1cnsn1)N1CCC(CO)(Cc2cccc(F)c2)CC1,15,-3,8,36,-4,-6,8.2*,1,2
